RGS4 pot: RGS4 potentiation or activation. HEK293 M3R/inducible RGS4, carbachol calcium flux Fluo4; stronger effect = lower value. B-score at 10 µM. 310,000 compounds, 0.92% hits. AID 463111;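 active means B-score of the integrated calcium signal more than 4 SD below the library mean, with starting fluorescence not abnormally high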;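 further: negative B-score means reduced calcium response which marks RGS4 activation or potentiation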
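Test system: HEK293 cells with stable M3R and inducible RGS4; also added: carbachol at ECmax as muscarinic agonist stimulus; schedule: dye loading 30 min 37 °C, buffer rest 30 min RT; technique: kinetic calcium fluorescence imaging with Fluo4-AM dye, 2 µM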
KCNK9 inh: human KCNK9 channel inhibition. Q9NPC2. B-score at 10 µM. AID 488922. HEK293 KCNK9, FluxOR thallium flux fluorescence; stronger effect = lower value. 310,000 compounds, 1.2% hits;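 active means ratio B-score over 3 SD below the library mean, with starting fluorescence within 5 SD of its mean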;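 further: negative B-score means less thallium flux so channel inhibition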
hERG protect: hERG (human) protection from proarrhythmic block. Q12809. CHO-hERG, FluxOR thallium flux, dofetilide IC70 present. activation (rescue from dofetilide block), less the hit threshold, % at 10 µM. 310,000 compounds, 0.51% hits. AID 1511;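 active means activation above the mean of controls blocked by dofetilide plus 5 SD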;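 further: thallium influx through hERG after potassium depolarization seen as dye fluorescence rise; in these data hits start at about 4.7%; inactives centre near -7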
KCNQ1 block: inhibitors of human KCNQ1 potassium channel; P51787; CHO-K1 KCNQ1, FluxOR thallium flux fluorescence; stronger effect = higher value; B-score at 10 µM; 310,000 compounds, 1.3% hits; AID 2642;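 active means compounds whose thallium flux B-score, printed positive for inhibition, exceeds three library SD while starting fluorescence stays within three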;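 further: channel opened by potassium depolarization with thallium stimulus after 20 min compound exposure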
RGS4 block: human RGS4 inhibition | P49798 | HEK293 M3R/RGS4 inducible, Fluo-4 calcium flux; stronger effect = higher value; triggered by carbachol at its EC20 | B-score at 10 µM | 310,000 compounds, 0.45% hits;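 active means B-score, a plate-corrected calcium signal, over three deviations above library mean, with baseline fluorescence within five deviations of library mean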;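 further: RGS4 expression induced by doxycycline in cells with stable M3 receptor; B-score is computed from the integrated fluorescence ratio over baseline after carbachol; higher B-score means a larger calcium signal and so more RGS4 inhibition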
Target sequence (P49798 whole entry, looked up): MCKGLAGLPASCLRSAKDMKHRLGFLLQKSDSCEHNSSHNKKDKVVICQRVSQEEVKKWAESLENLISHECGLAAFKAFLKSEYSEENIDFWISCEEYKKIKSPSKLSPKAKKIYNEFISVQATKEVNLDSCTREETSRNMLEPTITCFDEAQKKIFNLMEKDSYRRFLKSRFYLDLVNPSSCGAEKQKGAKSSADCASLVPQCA
Dyrk1A ADPGlo: blocks rat Dyrk1A kinase activity; inhibition, % at 12.5 µM; 310,000 compounds, 0.43% hits; ADP-Glo luminescence, NFATc1 peptide; in the data active means inhibition above about 50%;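 further: plate controls were vehicle with enzyme for no effect and no enzyme for full effect; many of its hits are not listed in these tables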
KCNK3 inh: human KCNK3 channel inhibition, primary screen; B-score at 10 µM; CHO-KCNK3 thallium flux, FluxOR fluorescence; stronger effect = lower value; 340,000 compounds, 0.84% hits;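 active means B-score under library mean minus 4 SD, starting fluorescence ratio at most library mean plus 5 SD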;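 further: more negative B-score means stronger inhibition of thallium flux through KCNK3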
GSK3A inh: inhibitors of human GSK-3 alpha kinase | P49840 | ADP-Glo luminescence, 60 min | inhibition, % at 10 µM | 320,000 compounds, 0.1% hits | AID 2650;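 in the data active means inhibition above about 50%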;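 further: GST-tagged GSK-3 alpha with peptide substrate and 25 µM ATP; 0% = DMSO neutral wells and 100% = GW8510 positive control wells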
Target sequence (P49840 whole entry, looked up): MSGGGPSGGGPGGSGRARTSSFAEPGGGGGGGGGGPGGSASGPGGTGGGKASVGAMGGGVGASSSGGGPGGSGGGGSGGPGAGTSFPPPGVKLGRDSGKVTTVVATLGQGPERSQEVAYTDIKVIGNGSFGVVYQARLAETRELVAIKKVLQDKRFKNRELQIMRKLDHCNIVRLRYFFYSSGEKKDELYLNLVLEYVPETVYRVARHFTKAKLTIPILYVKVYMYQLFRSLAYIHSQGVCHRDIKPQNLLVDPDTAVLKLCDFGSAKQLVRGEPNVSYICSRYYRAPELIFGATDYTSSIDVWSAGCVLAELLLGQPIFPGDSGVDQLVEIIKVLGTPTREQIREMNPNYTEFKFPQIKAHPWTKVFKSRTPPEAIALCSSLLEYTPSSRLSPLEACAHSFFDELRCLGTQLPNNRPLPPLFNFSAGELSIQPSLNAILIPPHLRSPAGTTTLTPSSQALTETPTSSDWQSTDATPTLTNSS
GSK3B inh: inhibitors of human GSK3beta kinase. GST-GSK3beta kinase, ADP-Glo luminescence, 60 min; stronger effect = lower value. activity score (negative = inhibition), % at 10 µM. 300,000 compounds, 0.038% hits;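 active means more than half of replicate wells score below -50%, meaning over 50% inhibition versus plate controls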;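 further: 0% = median DMSO wells and -100% = median GW8510 positive control wells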
Target sequence (P49841 whole entry, looked up): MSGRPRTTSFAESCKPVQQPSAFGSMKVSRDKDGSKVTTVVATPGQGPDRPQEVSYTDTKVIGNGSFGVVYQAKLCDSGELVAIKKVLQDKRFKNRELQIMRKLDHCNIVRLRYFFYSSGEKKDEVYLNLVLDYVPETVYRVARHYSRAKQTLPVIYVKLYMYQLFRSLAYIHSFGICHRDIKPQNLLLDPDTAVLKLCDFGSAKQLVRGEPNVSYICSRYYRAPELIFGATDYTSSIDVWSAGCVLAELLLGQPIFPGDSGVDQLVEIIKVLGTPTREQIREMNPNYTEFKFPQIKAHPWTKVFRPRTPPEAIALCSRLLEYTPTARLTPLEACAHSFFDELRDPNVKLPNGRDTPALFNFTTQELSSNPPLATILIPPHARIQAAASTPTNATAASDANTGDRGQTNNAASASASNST
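Test system: GST-fused GSK3beta enzyme, cell-free | Quantity: 1.6 ng GST-GSK3beta enzyme per well | Reagent: 25 µM ATP with peptide substrate | Schedule: 60 min enzyme reaction, room temperature | Signal: Luminescent ADP-Glo measurement of ADP formed | Read-out basis: Score relative to plate controls | Control set: DMSO and 20 µM GW8510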
PolyA inhibitor: inhibitors of polyadenylation in S. cerevisiae; calls only at 12 µM; 300,000 compounds, 0.02% hits; AID 1875; S. cerevisiae SKY197-pL101 polyadenylation reporter, beta-gal luminescence; efflux-impaired pdr1/pdr3 knockout yeast; score 100 = 6 SD above DMSO;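 active means lowest replicate activity score at least 50, where 100 means six control SD above control mean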;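 further: yeast exposed to compound for 9 h at 30 °C; higher score means more reporter readthrough which indicates perturbed polyadenylation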
KCNQ1 act: potentiates or activates the human KCNQ1 potassium channel; P51787; CHO-K1 KCNQ1, thallium flux FluxOR fluorescence; stronger effect = higher value; B-score at 10 µM; 310,000 compounds, 0.35% hits;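 active means fluorescence ratio B-score, a plate-corrected score, at least three library SD, with initial intensity B-score within 5 SD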
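assay system = CHO-K1 cells stably expressing KCNQ1 | medium = assay buffer, equal DMSO in all wells | timing = 37 °C overnight plating, 90-min dark dye load, 20-min compound pretreatment | measured by = kinetic FluxOR thallium fluorescence, 10-s 1-Hz baseline, 110-s post-stimulus read | measure = fluorescence change relative to baseline, converted to B score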
The depositor's hits bear a star; i = inactive; . = not tested or not shown. The list is partial (hit frequency here may not be typical).

SMILES | RGS4 pot | KCNK9 inh | hERG protect | KCNQ1 block | RGS4 block | Dyrk1A ADPGlo | KCNK3 inh | GSK3A inh | GSK3B inh | PolyA inhibitor | KCNQ1 act
CSCCC(NC(=O)c1ccc([N+](=O)[O-])cc1Cl)C(=O)OCC(=O)C12CC3CC(CC(C3)C1)C2 (stereo not drawn) | i | i | 39* | i | i | -4 | i | 1 | 1 | i | i
COCC1CCN(C(=O)C2CCC(=O)N(Cc3cccc(C(F)(F)F)c3)C2)CC1 (stereo not drawn) | i | i | -9 | i | i | -2 | i | . | -1 | i | i
c1ccc(-n2nnc(-c3nccs3)n2)cc1 | i | i | -5 | i | i | 5 | i | 2 | -11 | i | i
Cc1ccc(/C=C2/Sc3ccccc3N(CC(=O)NCCCOC(C)C)C2=O)cc1 | i | i | -13 | i | i | -2 | i | -2 | -2 | i | i
Cc1n[nH]c(C)c1S(=O)(=O)N1CCCC(C(=O)NCC2COc3ccccc3O2)C1 (stereo not drawn) | i | i | -3 | i | i | -8 | i | -1 | 2 | i | i
O=S(=O)(Oc1ccc(Cl)cc1)c1cccc2cccnc12 | i | i | -9 | i | i | . | i | 0 | -1 | i | i
CCCc1cc(=O)oc2c(C)c3occ(C)c3cc12 | i | i | -9 | i | i | 10 | i | 0 | 0 | i | i
CCO[C@H]1OC(C(=O)NCc2ccccc2)=C[C@@H](c2ccc(C(F)(F)F)cc2)[C@@H]1CCCO | i | i | -8 | i | i | 7 | i | -1 | -1 | i | i
COc1ccc2oc(C(=O)Nc3nc4ccc(S(C)(=O)=O)cc4s3)c(C)c2c1 | i | i | -21 | i | i | 9 | i | 0 | 1 | i | i
CCCc1c(C(=O)N/N=C/c2cccs2)nnn1-c1nonc1N | i | i | 2 | i | i | 1 | i | 0 | -2 | i | i
Cc1cc(NC(=O)CSc2nnc(COc3ccccc3)o2)no1 | i | i | -10 | i | i | 4 | i | -5 | -2 | i | i
O=C(COc1ccc(Br)cc1)OCc1nnc(-c2ccccc2)o1 | i | i | -13 | i | i | 5 | i | -3 | -24 | i | i
CCOC(=O)Nc1nn(-c2ccc(C)cc2)c(=O)c(C#N)c1C | i | i | -7 | i | i | . | i | -3 | 0 | i | i
O=C(c1ccco1)N1CCN(Cc2ccc(Cl)cc2)CC1 | i | i | -3 | i | i | 2 | i | 1 | 4 | i | i
COc1cccc(OCCCN2CCN(S(=O)(=O)c3ccc(NC(C)=O)cc3)CC2)c1 | i | i | -5 | i | i | -15 | i | -2 | 6 | i | i
CN(C)C(=O)C(OC(=O)c1ccc2ccccc2n1)c1ccccc1 (stereo not drawn) | i | i | -7 | i | i | -3 | i | 0 | -3 | i | i
Cc1ccn2c(=O)nc(SCC(=O)Nc3ccc4c(c3)OCO4)nc2c1 | i | i | -12 | i | i | -6 | i | -1 | -2 | . | i
Cc1c(NC(=O)c2ccccc2NC(=O)c2ccccc2)cccc1C(=O)O | i | i | -8 | i | i | 3 | i | . | -2 | i | i
CSc1ccc(S(=O)(=O)N2CCC(C(=O)NCc3ccccn3)CC2)cc1 | i | i | -11 | i | i | -4 | i | -2 | . | i | i
Cc1ccc(NC(=O)CSc2nc(N)c(-c3ccccc3)c(=O)[nH]2)cc1Cl | i | i | -2 | i | i | -2 | i | 1 | -2 | i | i
O=S(=O)(Nc1ccc(N2CCCCC2)cc1)c1ccccc1F | i | i | -9 | i | i | . | i | 0 | 4 | i | i
CN1C(=O)Cc2cc(S(=O)(=O)N3CCN(c4cccc(C(F)(F)F)c4)CC3)ccc21 | i | i | -7 | i | i | -2 | i | 0 | 1 | i | i
O=C(N1CCCCC1)N1CCN(C(=O)N(c2ccccc2)c2ccccc2)CC1 | i | i | -12 | i | i | 1 | i | -1 | 4 | i | i
O=C(CCc1ccccc1)NC(=S)Nc1ccc2c(c1)C(=O)OC2 | i | i | 3 | i | i | -1 | i | -2 | 0 | i | i
COC1=C(N2CCOCC2)C(=O)c2ccccc2C1=O | i | i | -1 | i | i | -2 | i | -4 | -2 | i | i
O=S(=O)(Cc1nnnn1-c1ccc(Br)cc1)c1ccc(F)cc1 | i | i | -2 | i | i | -9 | i | 2 | 2 | i | i
O=C(Cc1cccc(C(F)(F)F)c1)NCc1ccc(Cl)cc1 | i | i | -7 | i | i | 2 | i | 0 | -5 | i | i
Cc1cc(C)c(NC(=S)N(Cc2cccnc2)Cc2ccco2)c(C)c1 | i | i | -8 | i | i | 3 | i | -10 | -3 | i | i
O=C(CSc1nnc(-c2ccccc2Br)o1)Nc1nncs1 | i | i | -14 | i | i | -4 | i | -2 | 3 | i | i
Nc1ccc(C2(c3ccc(N)cc3)C(=O)Nc3ccccc32)cc1 | i | i | -7 | i | i | 3 | i | -2 | -4 | i | i

Reformatted: two of the compounds above.
molecule	RGS4 pot	KCNK9 inh	hERG protect	KCNQ1 block	RGS4 block	Dyrk1A ADPGlo	KCNK3 inh	GSK3A inh	GSK3B inh	PolyA inhibitor	KCNQ1 act
COCC1CCN(C(=O)C2CCC(=O)N(Cc3cccc(C(F)(F)F)c3)C2)CC1 (stereo not drawn)	i	i	-9	i	i	-2	i	.	-1	i	i
c1ccc(-n2nnc(-c3nccs3)n2)cc1	i	i	-5	i	i	5	i	2	-11	i	i

(cont.)
SMILES | RGS4 pot | KCNK9 inh | hERG protect | KCNQ1 block | RGS4 block | Dyrk1A ADPGlo | KCNK3 inh | GSK3A inh | GSK3B inh | PolyA inhibitor | KCNQ1 act
CC1CN(Cc2c(O)ccc3c2oc(=O)c2ccccc23)CC(C)O1 (stereo not drawn) | i | i | -1 | i | i | 44 | i | -2 | -5 | i | i
CCNC(=O)N1CCCC(C(=O)c2ccc(OC)c(OC)c2)C1 (stereo not drawn) | i | i | -10 | i | i | -2 | i | -2 | -2 | i | i
O=c1c2c([nH]c3ccccc13)CCCCC2 | i | i | -8 | i | i | 4 | i | -2 | -3 | i | i
COc1ccc(-c2csc(NC(=O)CSc3n[nH]c(N)n3)n2)cc1 | i | i | -17 | i | i | 14 | i | -2 | 2 | i | i
C=C(C)C(=O)Nc1cccc(C2=NOC3(C2)C[C@@H](C(N)=O)N(C(=O)[C@H]2CCC(=O)N2)C3)c1 (stereo partly drawn) | i | i | -10 | i | i | 1 | i | 1 | -1 | i | i
O=S(=O)(Nc1cccnc1)c1ccc(C2CCCCC2)cc1 | i | i | -6 | i | i | -4 | i | 0 | -39 | i | i
COc1cc(S(=O)(=O)Nc2ccc(Br)cc2)ccc1N | i | i | -13 | i | i | -8 | i | -5 | -2 | i | i
COC(=O)c1sc(NC(=O)Cc2cccs2)nc1C | i | i | -11 | i | i | 15 | i | 1 | -16 | i | i
CC(C)(C)N(Cc1ccccc1)C(=O)CSc1nnc(CNc2ccc(F)cc2)o1 | i | i | -14 | i | i | 1 | i | -1 | 1 | i | i
C=CCNc1nc(Cl)ncc1F | i | i | -10 | i | i | 1 | i | -1 | 3 | i | i

One compound at a time (already shown):
COc1ccc(-c2csc(NC(=O)CSc3n[nH]c(N)n3)n2)cc1 in the list: RGS4 pot = i; KCNK9 inh = i; hERG protect = -17; KCNQ1 block = i; RGS4 block = i; Dyrk1A ADPGlo = 14; KCNK3 inh = i; GSK3A inh = -2; GSK3B inh = 2; PolyA inhibitor = i; KCNQ1 act = i
COC(=O)c1sc(NC(=O)Cc2cccs2)nc1C in the list: RGS4 pot = i; KCNK9 inh = i; hERG protect = -11; KCNQ1 block = i; RGS4 block = i; Dyrk1A ADPGlo = 15; KCNK3 inh = i; GSK3A inh = 1; GSK3B inh = -16; PolyA inhibitor = i; KCNQ1 act = i

Other results follow.
SMILES | RGS4 pot | KCNK9 inh | hERG protect | KCNQ1 block | RGS4 block | Dyrk1A ADPGlo | KCNK3 inh | GSK3A inh | GSK3B inh | PolyA inhibitor | KCNQ1 act
COc1ccc(C2=NN(C(=O)CN3CCCCC3)C(c3ccc(C)cc3)C2)cc1 (stereo not drawn) | i | i | -10 | 6* | i | 0 | i | -1 | 1 | i | i
CCCCN1C(=O)c2ccc(C(=O)Nc3ccccc3N3CCOCC3)cc2C1=O | i | i | -17 | i | i | -10 | i | -1 | -2 | i | i
COC(=O)CCCC1=CC2=CC(=O)C(C)(OC(=O)c3cccs3)C(=O)C2=CN1Cc1ccccc1 (stereo not drawn) | i | i | -7 | i | i | 2 | i | -3 | -2 | i | i
c1ccc(C2CC(c3cccs3)=NN2c2ccccc2)cc1 (stereo not drawn) | i | -8.7* | -14 | i | i | 0 | i | -1 | 1 | i | i
CCOP(=O)(OCC)C(NC(=O)Nc1ccccc1)C(N)=O (stereo not drawn) | i | i | -2 | i | i | -1 | i | 0 | 6 | i | i
COc1ccc(CCNC(=O)c2c(C)nc3ccccn23)cc1OC | i | i | 0 | i | i | -8 | i | -1 | -1 | i | i
CCOc1ccc(C(=O)NCC(=O)OCc2c(C)noc2C)cc1OCC | i | i | -9 | i | i | 3 | i | -1 | -2 | i | i
CCOC(=O)N1CCC2(CC1)C(C#N)=C(N)OC1=C2C(=O)CC(C)C1 (stereo not drawn) | i | i | -9 | i | i | -3 | i | -2 | -2 | i | i
COC(=O)c1sccc1NC(=O)CSc1ccccc1N | i | i | -7 | i | i | -8 | i | -1 | 2 | i | i
Cc1ccc(-n2c(Cc3cccs3)nnc2SCC(=O)OC(C)C)cc1 | i | i | -19 | i | i | -10 | i | 2 | 7 | i | i
O=C(NCCOc1ccc(Cl)cc1)c1ccco1 | i | i | -7 | i | i | 7 | i | -1 | 2 | i | i
O=C(Nc1ccc(S(=O)(=O)N2CCc3ccccc3C2)cc1)C1CCCO1 (stereo not drawn) | i | i | -13 | i | i | 6 | i | -3 | -2 | i | i
CCC(C)N1CC(=O)N2C(c3ccc(OC)cc3OC)c3[nH]c4ccccc4c3C[C@H]2C1=O (stereo partly drawn) | i | i | -6 | i | i | -6 | i | -2 | 1 | i | i
CCN(CC)CC(O)COc1ccc2c(c1)OCO2 (stereo not drawn) | i | i | -6 | i | i | -5 | i | -3 | 1 | i | i
COc1ccc2c(c1OC)C(=O)N1C2SC(C)(C)[C@H]1C(=O)NC(C)C (stereo partly drawn) | i | i | -5 | i | i | 2 | i | -1 | 3 | i | i
CCC(C(=O)Nc1cc(OC)c(NC(=O)c2ccccc2)cc1OC)c1ccccc1 (stereo not drawn) | i | i | -4 | i | i | 3 | i | -2 | 1 | i | i

Source: PubChem BioAssay (several laboratories)
